SUMO HTRF inh – inhibitors of in vitro SUMOylation cascade, primary screen, biochemical, HTRF, uHTS. HTRF SUMOylation assay, SAE1/SAE2 + UBC9. AID 2006, 2009. actives 0.36% (n = 290,000). inhibition, % at 35 µM. SUMO-conjugating enzyme UBC9 (Homo sapiens), P63279; in the data active = inhibition above about 50%, passing the limit was not always enough; note: strong numbers were not always called active
NALP1 yeast inh – NALP1 inflammasome inhibitors in reconstituted yeast, colorimetric, S. cerevisiae, triplicate retest; S. cerevisiae NALP1/ASC/caspase-1 growth, X-gal OD620, 72 h; actives 0.61% (n = 280,000); AID 2071, 2009; inhibition, % at 10 µM; in the data active = inhibition mostly above about 24%, no sharp cut-off; inactive = mostly below about 32%; note: some compounds called inactive have numbers as strong as hits
MEKK3 PB1 HTS – modulators of MEKK3-MEK5 PB1 binding, primary screen, biochemical, wildtype MEKK3, multiplex bead flow cytometry, Alexa488-MEK5 | actives 1.4% (n = 290,000) | Mitogen-activated protein kinase kinase kinase 3 (Homo sapiens), Q99759 | binding response (% of control), % at 10 µM | bead-based flow cytometry, Alexa488-MEK5 binding to MEKK3; actives lie on both sides; 0 = blocked by unlabeled MEK5, 100 = vehicle;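 active = binding response more than 3 SD above or below the average of its plate-row segment, actives on both sides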;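 note: Alexa488 bead fluorescence after subtracting the streptavidin-only scavenger bead signal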
MEKK2 WT-MEK5 – modulators of MEK5 binding to wildtype MEKK2, primary screen, biochemical, multiplex bead flow cytometry, Alexa488-MEK5. binding response (% of control), % at 10 µM. Mitogen-activated protein kinase kinase kinase 2 (Homo sapiens), Q9Y2U5. actives 1.1% (n = 290,000). Alexa488-MEK5 binding to MEKK2 WT; actives lie on both sides; in the data active = binding response below about 67% or above about 130%
M18AAP inhibitor – PfM18AAP inhibitors, malaria aminopeptidase, primary screen, biochemical, QFRET, recombinant enzyme; H-Glu-NHMec fluorogenic cleavage; inhibition, % at 7.35 µM; actives 1.2% (n = 290,000); AID 1822, 2009;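 active = inhibition above the campaign mean inhibition over all tested compounds plus 3 SD, cut at about 28% in these data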;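 note: 0% = plate median of test compound wells and 100% = 2 mM ZnCl2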
p-CIP stab down – p/CIP-EGFP fusion destabilizers, primary screen, fluorescence, F442A cells; 16 h; decrease of EGFP signal, % at 10 µM; actives 0.01% (n = 290,000); AID 1984, 2009;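 active = EGFP signal decrease of at least 30% at 10 µM or well 3 SD below plate mean, unless failing retest; inactive = the rest, including hits failing retest or dose response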; note: some compounds called inactive have numbers as strong as hits; many of its hits are not listed in these tables
IDE inh – human IDE inhibitors in live cells, primary screen, fluorescence polarization, HEK cells, FAbetaB substrate | FAbetaB cleavage | inhibition, % at 5.59 µM | actives 0.41% (n = 320,000);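 active = percent inhibition above the average of all tested compounds plus 3 SD, set per screening campaign, cut at about 16% in these data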;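 note: IDE supplied by intact live HEK cells; FP after avidin binding of uncleaved biotin substrate so inhibition keeps polarization high; 0% = DMSO wells and 100% = 60 µM reference IDE inhibitor Ii1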
Target sequence (P14735 whole entry, looked up): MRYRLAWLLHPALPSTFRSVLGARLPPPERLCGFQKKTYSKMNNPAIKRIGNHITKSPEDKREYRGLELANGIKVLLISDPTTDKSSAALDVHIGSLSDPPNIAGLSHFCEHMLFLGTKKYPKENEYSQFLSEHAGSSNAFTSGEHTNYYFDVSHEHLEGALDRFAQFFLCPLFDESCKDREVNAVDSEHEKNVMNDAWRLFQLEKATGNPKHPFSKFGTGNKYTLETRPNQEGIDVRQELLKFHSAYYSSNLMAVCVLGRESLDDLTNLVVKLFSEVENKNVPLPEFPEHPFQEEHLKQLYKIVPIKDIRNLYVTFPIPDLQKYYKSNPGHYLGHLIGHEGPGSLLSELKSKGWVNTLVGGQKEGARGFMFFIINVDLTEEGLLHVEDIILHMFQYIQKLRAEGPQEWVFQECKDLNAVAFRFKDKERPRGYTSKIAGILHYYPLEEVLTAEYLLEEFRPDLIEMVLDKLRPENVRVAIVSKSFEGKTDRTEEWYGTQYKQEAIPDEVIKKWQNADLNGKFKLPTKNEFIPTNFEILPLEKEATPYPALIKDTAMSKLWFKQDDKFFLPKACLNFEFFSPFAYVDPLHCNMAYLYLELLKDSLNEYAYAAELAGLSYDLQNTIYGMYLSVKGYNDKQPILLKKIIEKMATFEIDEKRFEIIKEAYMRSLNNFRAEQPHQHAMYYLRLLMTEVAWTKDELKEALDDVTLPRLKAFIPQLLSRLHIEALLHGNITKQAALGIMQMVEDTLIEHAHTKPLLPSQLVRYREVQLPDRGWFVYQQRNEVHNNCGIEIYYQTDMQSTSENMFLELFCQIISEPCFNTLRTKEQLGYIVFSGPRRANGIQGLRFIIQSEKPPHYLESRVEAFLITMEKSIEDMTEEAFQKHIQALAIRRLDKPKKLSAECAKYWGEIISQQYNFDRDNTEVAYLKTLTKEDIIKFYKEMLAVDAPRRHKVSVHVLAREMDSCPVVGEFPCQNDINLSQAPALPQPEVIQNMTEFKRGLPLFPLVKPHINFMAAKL
IDE cell activ – human IDE activators in live cells, primary screen, fluorescence polarization, HEK cells, FAbeta-B substrate; FAbeta-B cleavage; 0% vehicle, 100% cell-free pure enzyme wells; activation, % at 5.96 µM; actives 0.073% (n = 340,000); AID 493087, 2011; Insulin-degrading enzyme (Homo sapiens), P14735;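 active = activation above the mean of all tested compounds plus 3 SD, set per screening campaign, cut at about 17% in these data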
MEKK2 mut-MEK5 – MEK5 binding signal on mutant MEKK2 PB1, primary screen, biochemical, multiplex bead flow cytometry, Alexa488-MEK5; Alexa488-MEK5 binding to MEKK2 mutant; percent response, % at 10 µM; actives 0.35% (n = 290,000); in the data active = percent response above about 24%, passing the limit was not always enough; note: inactives centre near 1; some results filed as inactive read as strong as hits; reference of the scale not given here
Numbers without * were called inactive; x = not tested or not shown.

MEKK3 PB1 HTS	M18AAP inhibitor	MEKK2 WT-MEK5	NALP1 yeast inh	p-CIP stab down	IDE inh	IDE cell activ	SUMO HTRF inh	MEKK2 mut-MEK5	Molecule
75	12	81	4	-1	0	6	21	-12	O=C1CC(C(=O)Nc2ccc(O)c(C(=O)O)c2)C(c2ccccc2)O1 (stereo unspecified)
101	-2	103	26	-5	0	4	-9	1	CCN1C(=O)Cc2cc(S(=O)(=O)NCCc3ccccc3)ccc21
92	8	90	2	-4	4	-3	-8	-8	Cc1cccc(N(CC(=O)NC(C)(C)C)C(=O)CNC(=O)c2cccs2)c1
101	-2	98	5	-228	40*	-57	50	2	O=C1/C(=C\c2cc([N+](=O)[O-])ccc2O)SC(=S)N1Cc1ccc(Cl)cc1
103	2	101	-13	7	-8	5	7	1	CCCCCC(=O)NC(=S)Nc1ccc2oc(=O)ccc2c1
104	3	99	-10	-2	0	-2	-41	1	Cc1ccc(C)c(NC(=S)NNC(=S)Nc2ccc(C(C)C)cc2)c1
97	x	107	x	10	1	4	-12	8	CC(C)[C@H](CO)N(Cc1cccc(F)c1)c1nc(Nc2cccc(Cl)c2)c2ncn(C(C)C)c2n1
99	-4	107	10	12	-3	2	4	5	CN(C)S(=O)(=O)c1cccc(-c2csc(=Nc3ccccc3)n2CCCN2CCOCC2)c1
94	-7	100	11	0	2	4	-2	2	Cc1c(Cl)cccc1NC(=O)CN(C1CCCCC1)S(C)(=O)=O
103	4	98	36	-14	-4	4	6	-1	O=[N+]([O-])c1ccc(Sc2ccccc2Cl)nc1
102	-3	99	-3	9	2	2	-5	-1	COc1ccc(OC)c(S(=O)(=O)Nc2ccc(CC(=O)O)cc2)c1
94	-5	104	12	-3	7	0	17	4	Cc1ccc(C(=O)COC(=O)c2cccc(N3C(=O)c4c(C)nc5ccccc5c4C3=O)c2)cc1C
99	4	98	5	-8	-2	-3	12	-4	CC(=O)Nc1ccc(Oc2ccc3nc(C)[nH]c3c2)cc1
105	3	108	22	6	2	4	3	3	Cc1cc(C)cc(NC(=O)CN2CCN(c3ccccn3)CC2)c1
98	3	121	-8	1	7	3	0	18	Cc1cc(-c2ccc(C(C)C)c(S(=O)(=O)NCCN3CCC(C)CC3)c2)on1
101	4	98	12	0	3	-1	17	-3	CN(Cc1ccccc1)S(=O)(=O)c1ccc(NC(=O)C2CCCO2)cc1 (stereo unspecified)
79	-6	81	7	-46	2	7	15	-12	O=C(C[N+]1(CC#Cc2ccccc2)CCCCC1)c1ccccc1
99	2	98	8	0	x	4	0	-1	Cc1ccccc1C(=O)Nc1ccccc1NC(=O)c1ccccc1C
109	1	92	8	7	-2	-1	13	9	CC(C)Cc1cc(C(=O)NCc2ccco2)no1
138*	-12	123	-1	12	4	3	-1	5	CCc1cc2cc(C)cc(C)c2nc1Cl
101	10	99	21	-16	1	7	8	-2	O=C(O)C1CCN(c2nc(-c3ccccc3)c3cc(Br)ccc3n2)CC1
116	0	99	24	-9	-2	2	18	0	CCc1ccc(/C=N/NC(=O)c2cc(-c3ccncc3)nc3ccccc23)s1
105	x	105	x	x	-2	2	x	3	CC(C)(C)c1ccc(C2=CC(c3ccccc3F)n3ncnc3N2)cc1 (stereo unspecified)
103	5	105	16	0	-2	2	-2	6	O=C(O)CCC(=O)Nc1ccc2c(c1)oc1ccccc12
96	-14	103	13	6	3	4	7	3	COCc1cc(CNC(=O)C2CCC(=O)N(Cc3ccccc3F)C2)[nH]n1 (stereo unspecified)

A second format for some results above:
Results follow in this order: MEKK3 PB1 HTS | M18AAP inhibitor | MEKK2 WT-MEK5 | NALP1 yeast inh | p-CIP stab down | IDE inh | IDE cell activ | SUMO HTRF inh | MEKK2 mut-MEK5
CC(C)[C@H](CO)N(Cc1cccc(F)c1)c1nc(Nc2cccc(Cl)c2)c2ncn(C(C)C)c2n1
 : 97 | x | 107 | x | 10 | 1 | 4 | -12 | 8
CN(C)S(=O)(=O)c1cccc(-c2csc(=Nc3ccccc3)n2CCCN2CCOCC2)c1
 : 99 | -4 | 107 | 10 | 12 | -3 | 2 | 4 | 5
Cc1c(Cl)cccc1NC(=O)CN(C1CCCCC1)S(C)(=O)=O
 : 94 | -7 | 100 | 11 | 0 | 2 | 4 | -2 | 2
O=[N+]([O-])c1ccc(Sc2ccccc2Cl)nc1
 : 103 | 4 | 98 | 36 | -14 | -4 | 4 | 6 | -1
COc1ccc(OC)c(S(=O)(=O)Nc2ccc(CC(=O)O)cc2)c1
 : 102 | -3 | 99 | -3 | 9 | 2 | 2 | -5 | -1
Cc1ccc(C(=O)COC(=O)c2cccc(N3C(=O)c4c(C)nc5ccccc5c4C3=O)c2)cc1C
 : 94 | -5 | 104 | 12 | -3 | 7 | 0 | 17 | 4
CC(=O)Nc1ccc(Oc2ccc3nc(C)[nH]c3c2)cc1
 : 99 | 4 | 98 | 5 | -8 | -2 | -3 | 12 | -4
Cc1cc(C)cc(NC(=O)CN2CCN(c3ccccn3)CC2)c1
 : 105 | 3 | 108 | 22 | 6 | 2 | 4 | 3 | 3
Cc1cc(-c2ccc(C(C)C)c(S(=O)(=O)NCCN3CCC(C)CC3)c2)on1
 : 98 | 3 | 121 | -8 | 1 | 7 | 3 | 0 | 18
CN(Cc1ccccc1)S(=O)(=O)c1ccc(NC(=O)C2CCCO2)cc1 (stereo unspecified)
 : 101 | 4 | 98 | 12 | 0 | 3 | -1 | 17 | -3
O=C(C[N+]1(CC#Cc2ccccc2)CCCCC1)c1ccccc1
 : 79 | -6 | 81 | 7 | -46 | 2 | 7 | 15 | -12
Cc1ccccc1C(=O)Nc1ccccc1NC(=O)c1ccccc1C
 : 99 | 2 | 98 | 8 | 0 | x | 4 | 0 | -1
CC(C)Cc1cc(C(=O)NCc2ccco2)no1
 : 109 | 1 | 92 | 8 | 7 | -2 | -1 | 13 | 9

More records
MEKK3 PB1 HTS	M18AAP inhibitor	MEKK2 WT-MEK5	NALP1 yeast inh	p-CIP stab down	IDE inh	IDE cell activ	SUMO HTRF inh	MEKK2 mut-MEK5	Molecule
100	-3	111	x	-4	-2	5	-22	10	Cc1ccc2nc(SCC3CCCCO3)[nH]c2c1 (stereo unspecified)
96	-6	93	0	7	2	2	11	-5	Cn1c(SCC(=O)NC2CCCC2)nnc1-c1ccncc1
103	4	103	19	29	4	3	-10	6	CC1CN(CCCOc2ccccc2-c2ccccc2)CC(C)O1 (stereo unspecified)
100	5	98	3	4	-2	5	-13	2	O=S(=O)(Nc1cccc(-n2cnnn2)c1)c1ccccc1
105	-4	99	11	-1	6	-1	22	0	CCOC(=O)c1sc2nc(CSCC(=O)OCc3ccc(C(=O)OC)o3)[nH]c(=O)c2c1C
96	-7	90	17	-7	5	-3	29	-7	CC(C)N1CCN(Cc2ccc(C#CCCO)cc2)CC1CCO (stereo unspecified)
105	-2	109	4	-19	x	6	7	6	COc1ccc(CCC(=O)NNC(=O)Nc2cc(Cl)ccc2C)cc1
63	-11	68	9	-1	-5	8	-5	-13	CN(C)/C=N/c1ncc(C(=O)OC(C)(C)C)s1
104	4	104	24	6	-3	5	7	5	CC(OC(=O)Cc1cccc(C(F)(F)F)c1)C(=O)Nc1ccc(Cl)cn1 (stereo unspecified)
107	7	106	13	-2	3	8	10	-3	Cc1ccc(S(=O)(=O)N(C)C)cc1NC(=O)CN1CCN(Cc2ccccc2)CC1
102	1	101	-7	4	-4	5	12	-1	COc1ccc(CN(Cc2ccc(C(=O)O)cc2)C(=S)Nc2cc(C)cc(C)c2)cc1OC
99	-1	97	1	0	11	-28	4	-2	CC(C)(CC(=O)O)CC(=O)N1CCN(c2cc(C(F)(F)F)nc3ccccc23)CC1
100	7	98	13	-13	x	1	-14	2	Cc1ccccc1N1CCN(C2CCCN(C(=O)c3cn4cccc(C)c4n3)C2)CC1 (stereo unspecified)
106	3	107	16	-30	-3	1	-8	-1	CC1CC(C)CN(C(=O)c2cc3cc(Br)cc(Br)c3o2)C1 (stereo unspecified)
103	3	100	-14	4	-4	6	-12	3	CCn1c(CNc2ccc(F)cc2)nnc1SCC(=O)Nc1ccccc1OC
100	3	102	11	-12	2	2	5	1	CCCOC(=O)c1ccc(S(N)(=O)=O)o1
106	2	113	5	-10	-2	3	11	9	CCCOc1ccc(Cc2c(O)nc(SC)[nH]c2=O)cc1
97	-2	95	6	-11	5	0	19	-7	O=C(Nc1ccc(OC(F)(F)F)cc1)Nc1cccnc1
105	5	107	5	-1	-6	-1	2	5	CCCCN(C)Cc1cc(=O)oc2ccc3ccccc3c12
100	-2	92	11	5	-2	1	-14	-4	CCCCC1S/C(=N/N=C/c2ccc(OC)cc2)N(Cc2ccc(OC)cc2)C1=O (stereo unspecified)
x	9	x	-14	-40	-3	-1	24	x	CC(=O)CC1OC(=O)C(Br)=C1NCc1ccccc1 (stereo unspecified)
99	-4	105	x	1	5	8	10	1	COc1ccc(NC(=O)Nc2nnc(-c3cccs3)s2)cc1
95	-4	96	18	0	6	0	-7	-8	COCC1CCCN(C(=O)c2cc(COc3cncc(Cl)c3)on2)C1 (stereo unspecified)
99	2	112	1	4	9	-4	10	12	CC(=O)Oc1ccc(C(=O)[C@H]2[C@H]3C(=O)N(c4ccc5ccccc5c4)C(=O)[C@H]3[C@@H]3C=CC=NN32)cc1
102	-2	104	-34	2	-1	6	6	1	CCOc1cc(CN2CCN(c3ncccn3)CC2)ccc1OC
90	0	92	-49	-4	4	1	5	-13	CCOC(=O)C1CCCN(C(=O)c2cccc(S(=O)(=O)N3CC(C)OC(C)C3)c2)C1 (stereo unspecified)
103	9	99	16	-16	4	5	11	2	Cc1nn(CCC#N)c(NC(=O)c2ccc(Cl)cc2)c1P(=O)(Nc1ccc([N+](=O)[O-])cc1)N1CCOCC1 (stereo unspecified)
95	13	92	-12	-6	8	-1	10	-4	COc1cc(/C=C2\C(C)=C(C#N)c3nc(N)c(C#N)c(C)c32)ccc1OCC(=O)O
79	-7	77	14	-10	-4	1	12	-19	Cc1ccnc(NC(=O)Nc2ccc(Br)cc2Cl)c1
100	-8	114	-21	-7	5	5	25	5	COc1ccccc1/C=C/CN1CCCC(CCC(=O)NCc2ccccc2F)C1 (stereo unspecified)
101	11	102	8	0	-1	2	4	4	COC(=O)c1ccc(Cl)c(NS(=O)(=O)c2ccc3c(c2)OCCO3)c1
111	-1	98	26	4	-2	3	8	1	CCC(Sc1ccc(Cl)cc1)C(=O)Nc1nnc(-c2cccc([N+](=O)[O-])c2)s1 (stereo unspecified)
102	1	96	2	0	4	0	-2	-4	COc1cccc(C(=O)/C=C/Nc2ccc(S(=O)(=O)Nc3cc(OC)nc(OC)n3)cc2)c1
98	2	101	6	-1	4	7	17	-1	COc1ccc(C2SCC(=O)N2c2c(C)n(C)n(-c3ccccc3)c2=O)cc1 (stereo unspecified)

Assay outcomes as filed in PubChem BioAssay.

This is a subset; rates above refer to the full screens.
